M1 PAM parental: M1 PAM counterscreen hit in parental CHO-K1 cells. ATP EC20, Fluo-8 calcium fluorescence; 0% at ATP EC20, 100% at ATP max. activation, % at 3 µM. actives 0.02% (n = 360,000). AID 602247;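 active = activation above the run cutoff, the mean activation of all test compounds plus 3 SD, cut at about 40% in these data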;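 note: peak over basal fluorescence ratio in a 140 s read after ATP addition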
CHO parental Ca: signal in parental CHO cells, OX1R antagonist counter-screen. parental CHO-K1, ATP-induced calcium, Fluo-8 fluorescence. inhibition, % at 5.6 µM. actives 0.63% (n = 330,000). AID 463079;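 active = inhibition above that plate's mean sample inhibition plus 3 SD, cut at about 26% in these data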;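 note: 0% = ATP-challenged DMSO wells and 100% = DMSO wells without ATP; some compounds past the cut are filed as inactive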
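Test system: parental CHO cells; detection: calcium-sensitive Fluo-8 fluorescence; evaluation: percent inhibition of calcium signal; also added: ATP as calcium-mobilizing challenge; repeats: one well per compound; control set: ATP-challenged DMSO wells low, unchallenged DMSO wells high; compound: single nominal dose of 5.6 µM per compound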
TAAR1 ag: agonists of human TAAR1. AID 624467. actives 0.99% (n = 360,000). Q96RJ0. activation, % at 3 µM. CHO RD-HGA16 TAAR1, Fluo-8 calcium fluorescence; vehicle wells 0%, saturating PEA agonist 100%;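 active = activation above the mean activation of all test compounds in the run plus 3 SD, cut at about 38% in these data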
Target sequence (Q96RJ0 whole entry, looked up): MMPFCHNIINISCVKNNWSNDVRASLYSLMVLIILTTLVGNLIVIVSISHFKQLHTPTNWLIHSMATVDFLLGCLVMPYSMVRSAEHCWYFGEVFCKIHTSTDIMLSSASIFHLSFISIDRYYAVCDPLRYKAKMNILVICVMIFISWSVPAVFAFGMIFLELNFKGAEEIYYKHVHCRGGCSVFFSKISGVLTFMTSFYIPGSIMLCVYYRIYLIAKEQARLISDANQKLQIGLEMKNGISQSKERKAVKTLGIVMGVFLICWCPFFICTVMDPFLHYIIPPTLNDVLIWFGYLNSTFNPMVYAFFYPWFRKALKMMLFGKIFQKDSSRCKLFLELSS
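System: CHO-derived RD-HGA16 cells with stable Gα16 and human TAAR1 / Times: 17-24 h plating, Fluo-8 75 min 37 °C, 30 min RT / Technique: calcium-sensitive Fluo-8 signal, excitation 470-495, emission 515-575 nm / Measure: % activation relative to PEA EC100 response / Benchmarks: DMSO and PEA EC100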
OXTR potentiator: potentiators of human oxytocin receptor. CHO-OTR cells, Fluo-8 calcium fluorescence, potentiator mode; 0% = oxytocin EC15, 100% = EC100. activation, % at 3 µM. P30559. actives 0.061% (n = 320,000). AID 2445;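 active = activation above that plate's cutoff, the mean activation of tested compounds plus 3 SD, cut at about 6.6% in these data, passing the limit was not always enough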;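 note: 100% uses oxytocin at 75 nM as the full agonist control; some results filed as inactive read as strong as hits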
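System: human OTR in CHO cells; Also added: sub-maximal oxytocin, roughly EC15; Timing: compound 6 min at room temperature before oxytocin, 100 s read; Technique: Fluo-8 intracellular calcium fluorescence, ex 470-495, em 515-575 nm; Controls: oxytocin EC15 low and EC100 high; Replication: singlicate.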
TAAR1 antag: antagonists of human TAAR1. actives 1.5% (n = 360,000). CHO RD-HGA16 TAAR1, Fluo-8 calcium fluorescence, antagonist. Q96RJ0. inhibition, % at 3 µM;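 active = inhibition above a per-plate cutoff, the mean inhibition of test compounds on that plate plus 3 SD, cut at about 49% in these data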;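 note: 0% = DMSO plus EC80 beta-PEA response and 100% = DMSO alone without agonist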
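System: CHO RD-HGA16 cells bearing hTAAR1. Reagent: EC80 β-phenethylamine stimulus. Schedule: seeding 17-24 h prior, 75-min 37 °C, 30-min RT dye loading. Signal: Fluo-8 intracellular calcium dye fluorescence, real-time kinetic reads. Read-out: % inhibition from peak post-agonist over basal fluorescence ratio. Benchmarks: vehicle wells and EC80 agonist wells. Replicates: n of 1.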
CHO-K1 Ca antag: M1 antagonist counterscreen hit in parental CHO-K1 cells; ATP-induced calcium, Fluo-8 fluorescence; inhibition, % at 3 µM; actives 0.6% (n = 360,000); AID 602250;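 active = inhibition above a per-plate cutoff, the plate's mean sample inhibition plus 3 SD, cut at about 24% in these data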;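 note: 0% = DMSO plus EC80 ATP and 100% = DMSO alone without ATP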
CHRM1 agonist: agonists of human M1 muscarinic receptor; CHO-K1 hM1, Fluo-8 calcium fluorescence, agonist mode; 0% DMSO, 100% acetylcholine EC100; actives 0.33% (n = 360,000); activation, % at 3 µM;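 active = activation above the run's mean compound activation plus 3 SD, cut at about 16% in these data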;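 note: peak over basal fluorescence ratio within a 140 s kinetic read after compound addition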
Target sequence (P11229 whole entry, looked up): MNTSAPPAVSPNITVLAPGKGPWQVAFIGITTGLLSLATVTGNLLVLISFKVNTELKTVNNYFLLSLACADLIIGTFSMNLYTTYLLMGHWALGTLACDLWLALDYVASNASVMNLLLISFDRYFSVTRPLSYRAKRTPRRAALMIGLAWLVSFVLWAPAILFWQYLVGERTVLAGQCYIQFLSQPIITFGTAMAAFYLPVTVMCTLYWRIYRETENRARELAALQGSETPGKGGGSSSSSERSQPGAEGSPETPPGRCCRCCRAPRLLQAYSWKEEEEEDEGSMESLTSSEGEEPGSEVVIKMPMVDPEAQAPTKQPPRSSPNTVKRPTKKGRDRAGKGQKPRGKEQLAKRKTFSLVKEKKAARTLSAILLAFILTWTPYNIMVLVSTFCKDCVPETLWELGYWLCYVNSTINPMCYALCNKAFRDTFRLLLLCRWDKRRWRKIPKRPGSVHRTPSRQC
V1R ag counter: counter-screen for oxytocin receptor agonists: human V1a receptor agonists; actives 0.25% (n = 320,000); CHO-V1R cells, Fluo-8 calcium fluorescence, agonist mode; 0% DMSO, 100% 3 nM vasopressin; activation, % at 3 µM; P37288;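 active = activation above the mean activation of all tested compounds plus 3 SD, per screening run, cut at about 20% in these data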;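 note: signal is peak over basal fluorescence ratio across a 100 second FLIPR read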
CHO-K1 Ca ag: counter-screen for M1 agonists: effect in parental CHO-K1 cells; Fluo-8 calcium fluorescence; scaled to maximal ATP response, vehicle zero; activation, % at 3 µM; actives 0.48% (n = 360,000); AID 602248; in the data active = activation above about 15%;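 note: untransfected CHO-K1 host cells lacking M1 receptor as counterscreen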
Numbers without * were called inactive; . = not tested or not shown. Rows are unselected; any-hit rate near 3.3%.

SMILES | M1 PAM parental | CHO parental Ca | TAAR1 ag | OXTR potentiator | TAAR1 antag | CHO-K1 Ca antag | CHRM1 agonist | V1R ag counter | CHO-K1 Ca ag
CSc1ccccc1C(=O)Nc1cc(C)cc(C)c1 | -4 | -12 | 7 | 0 | -6 | -2 | -2 | -0.3 | 0.0
CCOc1ccc(Cl)cc1-c1cc(C(=O)Nc2ccc(Br)cc2)[nH]n1 | 19 | . | 0 | . | 10 | 6 | -5 | . | 0.2
Cc1ccc(C(=O)NCC(=O)OCc2nnc(-c3ccc([N+](=O)[O-])cc3)o2)s1 | 6 | -14 | -1 | -4 | -18 | -20 | -4 | 1.3 | 1.8
CN(C)C(=O)c1ccc(NC(=O)c2ccccc2Sc2ccccc2C#N)cc1 | -12 | -5 | 1 | -2 | -4 | 20 | -4 | 1.4 | 0.4
O=C(NCc1ccco1)c1nc2ccccc2s1 | -5 | -1 | 15 | -2 | 6 | 7 | -3 | -1.0 | -0.4
CCCCN(Cc1ccccc1)C(=O)C1CCN(S(=O)(=O)c2c(C)noc2C)CC1 | -10 | -8 | 15 | -1 | 8 | -5 | 0 | -1.1 | 0.0
CCO[C@H]1OC(C(=O)N2CCN(C)CC2)=C[C@@H](c2coc3ccccc3c2=O)[C@@H]1CCCO | 27 | -8 | 6 | -9 | 4 | -15 | -3 | 0.8 | 1.1
Cc1ccc(S(=O)(=O)NCC(=O)NCC2COc3ccccc3O2)cc1C (centres undefined) | 15 | -16 | -2 | -7 | -11 | 7 | -2 | 0.1 | -0.1
O=C(CCc1ccccc1)Nc1ccc(NC(=O)C2CCCCC2)nc1 | -12 | 0 | 6 | -13 | 11 | 8 | -2 | 5.7 | 0.7
CN(C)S(=O)(=O)N1CCN(S(=O)(=O)N(C)C)CC1 | 29 | -5 | 6 | -5 | -14 | -13 | -5 | 0.7 | 1.4
Cc1ccc(S(=O)(=O)N2CCOCC2)cc1NC(=O)COC(=O)C1=COCCO1 | 15 | 10 | 3 | -6 | 2 | -8 | 0 | 0.6 | 1.1
CCC(=O)Nc1nc2c(s1)COc1ccccc1-2 | -1 | -11 | 0 | -1 | -13 | 7 | -6 | -0.8 | 1.9
CCN(CC)C(=O)CCSc1nnc(-c2ccncc2)o1 | 24 | -8 | 0 | -6 | -6 | -6 | -6 | 0.7 | 0.5
O=C(CSc1nc2ccccc2c(=O)n1Cc1ccc(C(=O)NC2CC2)cc1)NCc1ccco1 | -5 | -11 | 8 | 4 | 11 | -1 | -3 | -0.1 | -0.8
Cc1ccc(S(=O)(=O)N(CC(=O)NC2CC2)c2ccc(C)c(Cl)c2)cc1 | 3 | -14 | 7 | -11 | 0 | -1 | -4 | 0.3 | 1.5
COCCNc1ncnc2c1ncn2[C@H]1CN(Cc2ccc3c(c2)OCO3)C[C@@H](CO)O1 | 11 | . | 1 | . | -21 | 0 | -2 | . | 0.3
COc1ccc(/C=N/NC(=O)c2ccncc2)cc1CN1CCCc2ccccc21 | 4 | -5 | 3 | -5 | -14 | -11 | -2 | 0.0 | 2.9
NC(=O)C1CCN(c2nc(-c3ccccc3F)cs2)CC1 | 4 | -11 | 1 | -4 | -11 | 5 | -9 | 0.5 | 4.8
O=C(Nc1ccc(C(=O)N2CCN(c3ccccc3F)CC2)cc1)C1=CSCCO1 | -8 | -8 | 8 | -6 | -2 | -8 | 0 | 5.9 | 5.8
CCOC(=O)c1c(C)[nH]c(C)c1S(=O)(=O)NCc1ccc(OCC)cc1 | -7 | -18 | 0 | 1 | 4 | -3 | -2 | -0.3 | 0.8
CCc1sc2nc(SCC(=O)Nc3cc(C)on3)n(-c3cccc(OC)c3)c(=O)c2c1C | 1 | -21 | 0 | -14 | -3 | -3 | -4 | 0.4 | -0.3
COc1ccccc1NC(=O)C1CC(C(C)C)OC1=O (centres undefined) | 4 | -1 | 1 | -1 | -28 | -7 | 0 | 0.1 | 0.5
CCC(=O)Oc1ccc(-c2nc(-c3cccnc3)no2)cc1 | 15 | -5 | 5 | -2 | 14 | -10 | -3 | 2.4 | 3.2
CCOC(=O)c1cc2c(c(CCO)n1)[C@@H](CCO)N(S(=O)(=O)C(C)(C)C)C2 | 21 | . | 4 | . | -11 | -14 | -2 | . | 0.8
COc1ccc(N2CCN(C(=O)Cc3coc4cc(C)ccc34)CC2)cc1 | 20 | -8 | 1 | -13 | -1 | -12 | -4 | 2.2 | 11

4 compounds from above, reduced to TAAR1 antag:
molecule	TAAR1 antag
Cc1ccc(S(=O)(=O)N2CCOCC2)cc1NC(=O)COC(=O)C1=COCCO1	2
CCC(=O)Nc1nc2c(s1)COc1ccccc1-2	-13
CCN(CC)C(=O)CCSc1nnc(-c2ccncc2)o1	-6
O=C(CSc1nc2ccccc2c(=O)n1Cc1ccc(C(=O)NC2CC2)cc1)NCc1ccco1	11

Next entries.
SMILES | M1 PAM parental | CHO parental Ca | TAAR1 ag | OXTR potentiator | TAAR1 antag | CHO-K1 Ca antag | CHRM1 agonist | V1R ag counter | CHO-K1 Ca ag
C/C(=N\NC(=O)C1(C)CC1(Br)Br)c1cccc(NC(=O)c2ccc(C)o2)c1 (centres undefined) | 11 | -26 | 13 | -14 | 85* | -14 | 0 | 0.9 | 4.3
CC(C)(C)NCC(O)COc1cccc2[nH]c(=O)[nH]c12 (centres undefined) | -8 | 3 | 1 | -7 | -24 | 9 | -2 | -0.3 | 0.0
CCC(Sc1nc(C)cc(C)n1)C(=O)Nc1ccc(S(N)(=O)=O)cc1 (centres undefined) | 3 | -11 | 9 | -6 | -13 | -11 | -2 | 0.5 | 0.6
CCCn1c(SCC(=O)NC(=O)NC(C)(C)C)n[nH]c1=O | 19 | -3 | 11 | -6 | -16 | -19 | -2 | 0.4 | 0.7
COc1ccc(OC)c(NC(=O)C2CCCN(S(=O)(=O)c3c(C)noc3C)C2)c1 (centres undefined) | 20 | -22 | 9 | -4 | 3 | -10 | -2 | -0.9 | 0.8
Cc1ccc2nc(C(=O)N3CCc4c([nH]c5ccccc45)C3c3ccccn3)cn2c1 (centres undefined) | 9 | -22 | -1 | -19 | 1 | -14 | -5 | -0.7 | 0.4
COC(=O)C(C)n1cnc2c(nnn2-c2ccc(C)cc2)c1=O (centres undefined) | 28 | -2 | 2 | -2 | -4 | -9 | 0 | 0.2 | -0.1
C=C(C)C(=O)Nc1cccc(C2=NOC3(C2)C[C@@H](C(N)=O)N(C(=O)C(=C)C)C3)c1 (some centres undefined) | 18 | 2 | 2 | -6 | -8 | -12 | -1 | 0.5 | 0.2
CN(Cc1ccc(F)cc1)Cc1nc(CCc2ccccc2)no1 | 0 | -12 | -2 | -10 | -17 | 0 | -6 | 0.6 | -0.3
Cc1nnc2nc(-c3ccccc3)nc(-c3ccccc3)n12 | 1 | -21 | -2 | -8 | -8 | -13 | -1 | 0.1 | 0.5
COc1ccc(CCC(=O)NCC(=O)OCc2ccccc2)cc1 | 7 | 4 | 3 | -9 | 9 | 6 | -5 | -0.1 | 1.1
O=C(COc1cccnc1[N+](=O)[O-])N1CCC(Cc2ccccc2)CC1 | 12 | -13 | 1 | -2 | 5 | -11 | -4 | 0.3 | 1.0
Cc1cc(C)nc(-n2cc(C(=O)c3cc(F)ccc3O)cn2)n1 | 15 | -24 | 0 | -4 | 0 | -8 | -2 | 2.1 | 3.0
CC(=O)c1cc2c(cc1NC(=O)CN1CCC(Cc3ccccc3)CC1)OCO2 | 22 | -9 | 6 | -14 | -4 | -18 | -1 | 0.2 | 0.1
COc1ccc(S(=O)(=O)N2CCCCCC2)cc1NC(=O)c1c2c(nc3ccccc13)CCN(Cc1ccccc1)C2 | 17 | -16 | 14 | -2 | 47 | 2 | -3 | 2.7 | 3.6
O=C1C(Cl)=C(Nc2ccc(F)cc2)C(=O)N1CCc1ccccc1 | 0 | -13 | 1 | -13 | 19 | 1 | -9 | 1.2 | 1.6
Cc1onc(-c2ccccc2Cl)c1C(=O)N(Cc1nc(-c2ccccc2)no1)C1CCCCC1 | 7 | -11 | 8 | -3 | -11 | -31 | -3 | 0.2 | -0.3
COc1cc(-c2nnc(COC(=O)CSCC(=O)Nc3cc(C)on3)o2)cc(OC)c1OC | 2 | -11 | 1 | -3 | -30 | -2 | -4 | 0.0 | 0.6
CN(C)/C=C(/C(=O)c1ccccc1Cl)S(=O)(=O)c1ccccc1 | -5 | -14 | 1 | -2 | 5 | -4 | -3 | -0.1 | -0.1
C=CC[C@@H](CC(=O)NCCO)C(=O)N[C@H](C)COC(=O)[C@@H](CC=C)CC(=O)OC(C)(C)C | 8 | -3 | 4 | -6 | 3 | -8 | -4 | -0.7 | 0.4
COc1cc(/C=C2/C(=O)NN(c3cccc(Cl)c3)C2=O)cc(Br)c1O | 20 | -21 | 0 | -6 | -12 | -9 | 3 | 0.4 | -0.1
COc1cccc(C(NC(C)=O)c2nc(-c3ccc(F)cc3OC)cs2)c1 (centres undefined) | 11 | . | 4 | . | -9 | -5 | -3 | . | 0.2
COc1ccc(CC(N)c2csc(NC(=O)Nc3ccccc3Cc3ccccc3)n2)cc1 (centres undefined) | 10 | . | 37 | . | 42 | 1 | 2 | . | 1.1
Cc1ccc2c(c1)N(CC(=O)NCc1cccnc1)C(=O)CO2 | 11 | 2 | 3 | -4 | 7 | -2 | -2 | 1.2 | 0.3
O=C(CSc1ccc2nnc(-c3ccccn3)n2n1)Nc1ccc2c(c1)OCCO2 | 21 | -4 | -2 | -2 | -10 | -8 | -5 | -0.9 | 0.3
O=S(=O)(Nc1cc(S(=O)(=O)N2CCOCC2)ccc1NCC1CCCO1)c1ccc(F)cc1 (centres undefined) | -7 | -10 | 1 | -4 | 6 | -13 | -4 | 2.3 | 3.0
O=S1(=O)CCC(N=Cc2ccc(-c3ccc(Cl)cc3)o2)C1 (centres undefined) | 29 | -9 | -2 | -5 | -11 | -3 | -7 | -0.8 | 0.9
COc1ccc(CCC(=O)NCc2ccco2)cc1 | -1 | 2 | 7 | -12 | 1 | 9 | -1 | -0.6 | 5.1
N#CCCN(C(=O)COC(=O)/C=C/c1cccs1)c1ccccc1 | 10 | -16 | 2 | -4 | -4 | -18 | -3 | 0.6 | 1.7
